Screening results: PubChem, The Scripps Research Institute Molecular Screening Center
mABHD4 FP – ABHD4 (mouse) inhibition, primary FP screen | Q8VD66 | purified mABHD4, FP-Rh probe fluorescence polarization | inhibition, % at 8.92 µM | 370,000 tested, 0.54% active;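 active = inhibition exceeding the mean over every tested compound plus 3 SD, cut at about 30% in these data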;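 note: 0% = plate median of compound wells and 100% = S159A mutant with DMSO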
Target sequence (Q8VD66 whole entry, looked up): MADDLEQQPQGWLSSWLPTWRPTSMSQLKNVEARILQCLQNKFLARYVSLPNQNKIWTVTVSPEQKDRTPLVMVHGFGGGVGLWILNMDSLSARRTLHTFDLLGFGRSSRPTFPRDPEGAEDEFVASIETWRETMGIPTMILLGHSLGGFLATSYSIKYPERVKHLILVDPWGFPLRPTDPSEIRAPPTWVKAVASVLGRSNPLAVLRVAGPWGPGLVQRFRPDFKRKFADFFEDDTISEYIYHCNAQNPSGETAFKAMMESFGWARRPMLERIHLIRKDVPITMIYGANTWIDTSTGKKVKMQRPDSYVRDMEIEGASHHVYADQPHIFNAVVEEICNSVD
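Test system: mouse ABHD4 enzyme, wild type. Reagent: FP-Rh fluorescent activity-based probe, added after compound pre-incubation. Timing: pre-incubation 45 min, probe exposure 60 min, at 25 °C. Technique: FP readout, ex 525 nm / em 598 nm. Benchmarks: high control S159A mutant with DMSO, low control median of compound wells.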
LEDGF integ inh – blocks HIV-1 LEDGF/p75-dependent DNA integration | 370,000 tested, 0.64% active | inhibition, % at 3.7 µM | TR-FRET IN-LEDGF/p75 DNA integration, Eu/Cy5 | AID 743269;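 active = inhibition above the screen-wide mean plus 3 SD, cut at about 13% in these data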;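 note: signal is the Cy5 over europium emission ratio at 671 and 618 nm; 0% = plate median of compound wells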
HTRA1 inh – inhibitors of human serine peptidase HTRA1; Q92743; recombinant HTRA1, FP-rhodamine activity-based probe, fluorescence polarization; inhibition, % at 5.96 µM; 340,000 tested, 0.5% active; AID 504803; in the data active = inhibition above about 36%;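 note: 0% = enzyme with DMSO and 100% = wells lacking enzyme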
PG9 binder – binds the HIV-1 gp120 antibody PG9 | TR-FRET gp120-PG9 antibody binding | inhibition, % at 6.7 µM | 360,000 tested, 0.43% active; in the data active = inhibition above about 8.5%
PRMT1 FP inh – inhibitors of human PRMT1; Q99873; recombinant PRMT1, activity-based probe fluorescence polarization; inhibition, % at 2.79 µM; 370,000 tested, 1.3% active;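 active = inhibition above about 21% made by adding two undisclosed values, limit read from the data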
SIAE inh – inhibitors of human sialic acid acetylesterase SIAE; Q9HAT2; SIAE FP-Rh probe binding, fluorescence polarization; inhibition, % at 9.66 µM; 370,000 tested, 0.69% active; AID 1053197;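 active = inhibition above a cutoff: mean of compounds within the control limits plus 3 SD of those, cut at about 17% in these data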;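 note: 0% = plate median of compound wells and 100% = probe without SIAE protein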
TDP2 inh – TDP2 (human) inhibition, absorbance primary screen. O95551. 370,000 tested, 0.34% active. recombinant TDP2, T5PNP hydrolysis, p-nitrophenol absorbance 415 nm. inhibition, % at 12.8 µM;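 active = inhibition above the mean of all tested compounds plus 3 SD, set per campaign, cut at about 25% in these data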;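 note: 0% = DMSO with enzyme and 100% = buffer with substrate but no TDP2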
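System – recombinant human TDP2 · Amount – 120 nM TDP2 per well · Buffer or medium – Mg2+-containing Tris-HCl buffer, pH 7.5 · Reagent – T5PNP substrate, 5 mM · Dosing – 12.8 µM single point, 1% DMSO · Incubation – 2 h at 37 °C · Measured by – epi absorbance · Read-out basis – percent inhibition · Benchmarks – high control without enzyme, low control DMSO plus TDP2 · Repeats – singlicate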
Tn7 DDE FP – inhibitors of Tn7 peptide binding to human fibrin DD(E); P02675; inhibition, % at 8.3 µM; FP displacement of FITC-Tn7 peptide from fibrin DD(E); 0% = median of compound wells per plate; 370,000 tested, 0.13% active;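 active = inhibition above the mean of compounds falling within the control limits plus 3 SD of them, cut at about 14% in these data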;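 note: 0% = plate median of compound wells and 100% = 10 µM Aha-Tn7 peptide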
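assay system = human clot-derived fibrin DD(E) complex | quantity = Fibrin-DD(E) at 2 µM final | timing = 10 min preincubation, 3 h with tracer, room temperature | signal = fluorescence polarization | measure = percent inhibition | benchmarks = high control wells with 10 µM unlabelled Aha-Tn7 peptide (full inhibition) | replicates = singlicate testing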
UHRF1 binding – blocks human UHRF1 binding to methylated DNA | Q96T88 | AID 687016 | UHRF1 binding to methylated oligo, TR-FRET | inhibition, % at 4.4 µM | 370,000 tested, 0.75% active; in the data active = inhibition above about 21%;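 note: UHRF1 SRA domain binding a hemimethylated CpG hairpin DNA probe; 0% = median of test compound wells and 100% = reference inhibitor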
Target sequence (Q96T88 whole entry, looked up, the tested form may be a part): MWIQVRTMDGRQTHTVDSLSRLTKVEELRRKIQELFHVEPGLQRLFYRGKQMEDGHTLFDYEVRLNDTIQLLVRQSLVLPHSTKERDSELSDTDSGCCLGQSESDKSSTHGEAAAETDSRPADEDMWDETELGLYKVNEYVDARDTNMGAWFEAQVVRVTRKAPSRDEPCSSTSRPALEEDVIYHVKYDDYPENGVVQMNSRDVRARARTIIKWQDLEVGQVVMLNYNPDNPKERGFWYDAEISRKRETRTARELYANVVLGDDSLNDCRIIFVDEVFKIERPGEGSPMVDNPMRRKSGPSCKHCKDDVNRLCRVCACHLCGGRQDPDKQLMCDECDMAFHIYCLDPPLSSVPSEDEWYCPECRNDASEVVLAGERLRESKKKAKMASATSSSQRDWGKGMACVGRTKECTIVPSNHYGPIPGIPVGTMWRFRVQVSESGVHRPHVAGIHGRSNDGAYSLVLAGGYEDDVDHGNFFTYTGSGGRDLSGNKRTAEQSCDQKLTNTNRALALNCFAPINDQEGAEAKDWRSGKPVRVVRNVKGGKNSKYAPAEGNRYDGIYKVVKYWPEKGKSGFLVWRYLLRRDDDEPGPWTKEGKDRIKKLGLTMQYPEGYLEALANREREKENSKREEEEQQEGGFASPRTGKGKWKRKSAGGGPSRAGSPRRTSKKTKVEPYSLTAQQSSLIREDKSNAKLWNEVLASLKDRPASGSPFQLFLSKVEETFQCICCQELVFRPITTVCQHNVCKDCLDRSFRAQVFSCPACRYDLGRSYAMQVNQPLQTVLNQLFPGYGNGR
TCR-CD3 inh – human TCR-CD3 binding inhibition. TAMRA-labeled TCR probe fluorescence, biochemical. AID 651800. inhibition, % at 9.4 µM. 360,000 tested, 0.37% active; in the data active = inhibition above about 19%;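 note: recombinant mutant TCR 2C K166C tagged with TAMRA read by polarization; 0% = receptor in buffer alone and 100% = receptor with positive control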
Active calls of the source: *; nt = not tested or not shown.

SMILES	mABHD4 FP	LEDGF integ inh	HTRA1 inh	PG9 binder	PRMT1 FP inh	SIAE inh	TDP2 inh	Tn7 DDE FP	UHRF1 binding	TCR-CD3 inh
O=C(O)c1ccc(NC(=O)C2CCN(S(=O)(=O)c3ccc4c(c3)OCCO4)CC2)cc1	-7	-1	-2	1.0	-3	1	0	4	-3	9
FC(F)(F)c1cc(CCN2C(=S)NC[C@@H]2Cc2ccccc2)cc(C(F)(F)F)c1	-16	-1	-45	-0.5	1	-9	-7	3	-3	11
O=C(CCOc1ccc(F)cc1)Nc1nccs1	-3	-1	2	-0.7	1	-1	-3	-1	7	2
Cc1ccsc1/C=N/N1CCN(Cc2ccccc2)CC1	-3	0	4	0.0	-2	-6	-2	-6	1	-5
Nc1ncnc2c1ncn2[C@@H]1O[C@H](CNC(=O)[C@@H](N)Cc2ccccc2)[C@@H](O)[C@H]1O	4	-2	2	0.3	8	-2	-6	-8	0	-9
O=C(NNC(=S)Nc1ccc(F)cc1)C1[C@H]2CCCC[C@@H]12 (some centres not stated)	-8	6	nt	-1.7	-4	-1	-9	-10	0	-5
CCOC(=O)c1ccc(N2CCN(C(=O)c3ccccc3)CC2)c(NC(=O)c2ccco2)c1	0	4	-10	-2.5	0	7	14	2	-1	0
O=C(O)CCCC(=O)NNc1ncnc2ccccc12	5	-1	-1	-0.8	-2	-3	3	6	-6	3
CCCC(=O)N1CCN(c2ccc([N+](=O)[O-])cc2Cl)CC1	8	-3	10	1.1	-1	5	-6	4	-1	11
O=C(CCS(=O)(=O)c1ccccc1Cl)NCCC1=CCCCC1	-7	0	-3	-2.6	-3	-3	-22	-6	-3	3
COc1ccc(S(=O)(=O)N2CCC(C(=O)N[C@@H](C)C(=O)NCc3ccco3)CC2)cc1	-3	2	-2	-0.6	0	3	1	-2	0	-5
O=C(c1[nH]c(C(F)(F)F)nc1-c1ccccc1)N1CCN(c2ncccn2)CC1	3	-6	nt	-1.4	0	-2	10	-2	-2	7
O=C(Oc1cccc(NC2=NS(=O)(=O)c3ccccc32)c1)c1ccncc1	-6	11	-2	-1.2	0	-13	3	-4	-2	0
Cc1cc(O)c(C(=O)c2ccccc2C(=O)O)cc1C	1	-2	3	-1.0	-4	-1	-14	3	-2	-1
COc1ccc(S(=O)(=O)N2CCC(C(=O)NCCc3ccc(OC)c(OC)c3)CC2)cc1	1	1	1	-0.6	0	-3	-6	5	-2	3
CCOCc1cnc(C)nc1NCC(=O)c1c(C)n(C)c2ccc(OC)cc12	2	2	-5	0.1	0	-5	5	4	11	-6
CSc1ccccc1NC(=O)c1cc(S(=O)(=O)N(C)C)ccc1N1CCCC1	3	2	1	-0.2	1	9	12	-2	-1	8
COc1ccc(/C=N/N2CCN(C)CC2)cc1OC	10	-2	-1	-1.0	-2	1	2	-5	0	-3
CCSc1ncc(Cl)c(C(=O)Nc2cc(C)ccc2C)n1	-1	0	6	-0.4	-3	6	10	-5	-3	4
COc1cc(S(=O)(=O)N(C)Cc2ccc3c(c2)OCCO3)ccc1NC(C)=O	-11	-5	7	0.5	6	-10	-5	3	1	1
CCOC(=O)c1cc2sccc2n1CC(=O)O	-2	0	-2	-0.8	1	7	3	2	0	1
O=C(CNc1cccc2ccccc12)c1ccc([N+](=O)[O-])cc1	19	0	23	-1.8	7	6	12	4	-4	-1
Cc1cc2cc(CNC(=O)Nc3cccc(Cl)c3)ccc2n1C	46*	1	39*	1.7	10	26*	3	3	-2	55*
NC(=O)c1ccc(NC(=O)C2CC(=O)N(c3ccc4c(c3)OCCO4)C2)cc1 (configuration not stated)	-2	6	2	-0.8	-2	3	12	-3	-3	-1
C[C@H](CCCCC1(C)OCCO1)CCC(=O)N(c1ccccc1)c1ccccc1	-7	-1	nt	nt	2	1	-3	0	1	nt
Next section
SMILES	mABHD4 FP	LEDGF integ inh	HTRA1 inh	PG9 binder	PRMT1 FP inh	SIAE inh	TDP2 inh	Tn7 DDE FP	UHRF1 binding	TCR-CD3 inh
CCC(C)NC(=O)c1ccc(CSc2nc3ccncc3n2Cc2ccc(F)cc2)cc1 (configuration not stated)	-6	4	-13	-1.0	-8	-9	-17	-5	-1	-9
CN1CCCC(OC(=O)c2ccccc2Br)C1 (configuration not stated)	0	0	4	-1.4	-3	-1	2	-13	1	9
CCCC1=C(C(=O)OCC)C(c2ccc(OC)c(CSc3ccccn3)c2)C(C#N)=C(N)O1 (configuration not stated)	13	2	-10	-0.9	2	2	4	0	1	-8
CCn1c2ccccc2c2cc(NC(=O)C(C)Oc3ccc(OC)cc3)ccc21 (configuration not stated)	-7	-2	-5	4.6	0	1	-4	3	-2	-2
CCOc1ccccc1NC(=O)COC(=O)c1cccc(-c2ccc(OC(C)=O)cc2)c1	-3	3	-2	-1.6	1	6	-4	-4	1	-6
C=CCn1c(C)cc(C(=O)COc2ccc(C)nc2[N+](=O)[O-])c1C	8	-4	2	-0.7	9	5	-11	-3	-1	-7
O=C(COC(=O)COc1ccccc1[N+](=O)[O-])Nc1cccc(Br)c1	9	-2	-5	0.7	3	-7	8	0	2	-4
COc1ccc2c(c1)SCC/C2=C\CN1C(=O)CCC1=O	2	0	0	-4.6	-1	13	4	0	-1	0
Cc1cc(Cl)ccc1Oc1ccc(C(N)=O)cc1[N+](=O)[O-]	-2	0	-4	-1.2	0	4	6	1	0	0
Cc1ccc(S(=O)(=O)Nc2cccc(-c3ccc(N4CCCCCC4)nn3)c2)cc1	-48	-3	-56	-0.6	1	-32	13	4	-2	-4
CCOC(=O)c1cc(-c2cccs2)nn1CCC#N	-1	0	1	0.2	0	-2	5	2	-1	2
O=C(Oc1ccc2c(c1)C(=O)c1ccccc1CO2)c1ccccc1	-8	5	-25	0.7	-1	-2	-2	-10	6	3
NC(=O)CCn1nc(-c2ccccc2)c2ccccc2c1=O	-3	-3	-4	-0.5	1	0	-5	-2	0	1
Cc1ccsc1/C=N/N1CCN(c2ccccc2)CC1	0	-5	3	0.0	0	6	-10	4	0	0
O=C(NCc1cccnc1)C1c2ccccc2C(=O)N1Cc1ccccc1 (configuration not stated)	-3	4	0	-0.5	-1	-4	-10	-5	-1	6
CC(=O)c1cccc(-c2cnc3c(NC=O)cc(-c4ccccc4)cn23)c1	-3	-4	nt	-0.2	3	-10	4	3	-3	0
Cn1c(=O)[nH]c(=O)c2c1nc(Br)n2Cc1ccccc1Cl	0	-2	5	1.8	2	-2	-1	5	4	-1
CN(CC1CCOCC1)C(=O)c1ccc2nc(Cc3cccc(Cl)c3)oc2c1	1	-4	-4	-0.2	-1	-2	1	4	1	-9
COCCN=C1N[C@@H](c2ccccc2)C(C(=O)OC)=C(C)N1Cc1ccccc1	12	-3	-1	-1.9	0	1	4	6	-5	-1
N#CC(C#N)=Cc1ccc(OCC(=O)N2CCOCC2)cc1	-2	0	1	-0.4	0	10	11	4	-2	5
CCn1ncc(CN2CCC(n3nccc3NC(=O)c3ccccc3Cl)CC2)c1C	-3	2	8	1.4	-4	7	1	4	-2	0
CCOc1cc(C2/C(=C(\O)c3cc(C)ccc3C)C(=O)C(=O)N2CCN(C)C)ccc1O (configuration not stated)	12	3	2	-1.9	2	1	3	2	15	-3
CCOc1ccc(-n2c(SCC(=O)Nc3ccc(OC)cc3)nc3sc4c(c3c2=O)CCN(C)C4)cc1	-15	-3	-10	-0.3	2	-8	-6	-4	11	-14
O=C1/C(=C/c2ccccc2F)SC(=S)N1CC(=O)N1CCCCC1c1cccnc1 (configuration not stated)	-1	-1	-12	-2.6	5	-1	-14	3	-3	3
O=C(Nc1nccs1)c1cccc(S(=O)(=O)N2CCCC2)c1	-6	6	0	-1.1	-3	-11	-17	0	-2	10

An excerpt of these results, with bars between the fields:
molecule | mABHD4 FP | LEDGF integ inh | HTRA1 inh | PG9 binder | PRMT1 FP inh | SIAE inh | TDP2 inh | Tn7 DDE FP | UHRF1 binding | TCR-CD3 inh
C=CCn1c(C)cc(C(=O)COc2ccc(C)nc2[N+](=O)[O-])c1C | 8 | -4 | 2 | -0.7 | 9 | 5 | -11 | -3 | -1 | -7
COCCN=C1N[C@@H](c2ccccc2)C(C(=O)OC)=C(C)N1Cc1ccccc1 | 12 | -3 | -1 | -1.9 | 0 | 1 | 4 | 6 | -5 | -1
Cc1ccsc1/C=N/N1CCN(Cc2ccccc2)CC1 | -3 | 0 | 4 | 0.0 | -2 | -6 | -2 | -6 | 1 | -5

Carrying on.
SMILES	mABHD4 FP	LEDGF integ inh	HTRA1 inh	PG9 binder	PRMT1 FP inh	SIAE inh	TDP2 inh	Tn7 DDE FP	UHRF1 binding	TCR-CD3 inh
CCCN(CCC)CCN1C(=O)C2C(C(=O)Nc3ccc(C)cc3)C3C=CC2(O3)C1C(=O)NC1CCCCC1 (configuration not stated)	1	2	4	-0.8	-1	-1	-3	-4	1	6
CC(C)(C)c1nn(-c2ccccc2)c2[nH]c(=O)c(CNCc3ccco3)cc12	3	3	-13	-1.1	2	-4	4	8	0	-3
COc1cc(NS(=O)(=O)c2ccc(NC(=S)NC(=O)c3cccs3)cc2)nc(OC)n1	-7	3	-3	0.3	3	-2	-5	1	2	-6
CCOC(=O)/C(=N\Nc1ccc(OC)cc1)c1csc(Nc2ccccc2)n1	13	-1	43*	-2.1	-2	15	-9	-9	-3	5
CC(C)(C)c1cnnn1-c1ccc(/C=N/Nc2ccc([N+](=O)[O-])cc2)cc1	-5	0	-9	-0.1	-2	4	9	2	-2	5
Cc1nnc(SCC(=O)NCc2ccc3c(c2)OCO3)[nH]c1=O	-4	1	8	-1.0	1	3	18	-5	1	-1
COCc1cccc(-c2csc(C(NC(C)=O)c3cccc(OC)c3)n2)c1 (configuration not stated)	-2	2	nt	-0.8	-1	0	0	-9	0	-6
CCOC(=O)C1CCCN(C(=O)/C=C/c2ccc(OC)cc2)C1 (configuration not stated)	2	5	1	-2.4	2	5	-4	0	5	1
Cc1ccc(NC(=O)CSc2ccc(-c3ccccn3)nn2)cc1F	3	1	17	5.2	6	2	4	4	2	-1
O=C(c1cccc(F)c1)N1CCN(C(=O)c2cc3ncc(Br)cn3n2)CC1	2	-6	2	0.1	-1	-4	-9	-9	2	-2
N#Cc1ccsc1NC(=O)CN1CCOCC1	3	0	3	-0.3	-1	6	13	-1	-1	1
COc1ccc(CNC2CCCc3ccccc32)c(OC)c1 (configuration not stated)	2	3	7	2.7	5	1	9	2	2	-3
CCOC(=O)c1c(-n2cnnn2)sc2c1CCCC2	3	2	0	-1.5	-4	3	-11	-4	2	-1
O=C(Nc1nc2ccccc2[nH]1)NC1CCCCC1	-1	3	0	-1.6	-1	-3	23	-2	2	-3
O=C(Nc1ccc(Cl)cc1Cl)c1ccc2ncsc2c1	-5	2	-12	0.8	8	-5	-10	4	0	3
CCOC1(OCC)N=C(N)C2(C#N)C(c3ccc(NC(C)=O)cc3)C12C#N (configuration not stated)	10	1	6	0.3	9	-2	2	5	0	-1
